Compound activity as filed in PubChem.
PKM2 act = PKM2 (human) enzyme activation; purified PKM2, Kinase-Glo ATP luminescence, activation; response scale: 0% is enzyme alone, no compound; Potency, µM (top dose mostly 57.5 µM), inactives show at the highest dose activation, hits mostly activators; 0.34% of 260,000 active; AID 1631; also: potency is read from the fitted curve at half-maximal effect; nearly all actives have a fitted effect of over 55% in size
Target sequence (P14618 whole entry, looked up): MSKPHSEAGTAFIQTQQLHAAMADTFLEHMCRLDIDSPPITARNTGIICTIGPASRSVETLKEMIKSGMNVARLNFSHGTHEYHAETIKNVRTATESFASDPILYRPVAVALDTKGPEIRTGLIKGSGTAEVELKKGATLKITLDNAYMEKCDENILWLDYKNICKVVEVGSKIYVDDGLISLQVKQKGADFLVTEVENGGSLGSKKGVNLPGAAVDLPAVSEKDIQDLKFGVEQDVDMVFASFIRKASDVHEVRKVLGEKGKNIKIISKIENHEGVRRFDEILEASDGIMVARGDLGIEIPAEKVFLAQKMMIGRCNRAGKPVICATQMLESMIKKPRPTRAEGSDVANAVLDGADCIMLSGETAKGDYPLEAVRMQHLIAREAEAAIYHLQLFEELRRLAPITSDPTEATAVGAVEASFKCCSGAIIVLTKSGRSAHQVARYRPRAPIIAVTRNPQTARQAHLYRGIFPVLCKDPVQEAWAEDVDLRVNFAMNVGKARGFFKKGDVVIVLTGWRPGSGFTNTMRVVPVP
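ATP formation by purified human PK-M2, quantified via coupled luciferase luminescence after 1 h at room temperature with 0.1 mM ADP and 0.5 mM PEP final.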
BCR signal inh = inhibitors of chronic active B-cell receptor signaling; AID 493014; ABC-DLBCL IkBa-CBG/CBR reporter, luminescence ratio, 4 h; Potency, µM (series often up to 46.1 µM), for inactives: at the top dose ratio change, negative = lower green/red ratio, hits mostly inhibitors; 0.05% of 340,000 active; active = well fitted inhibition curve with a large enough effect in the signal ratio, with a control signal flat, not every such curve was filed as active; inconclusive = small, poorly fitted or top-dose-only effect, or effect the other way, or a change in a side signal; the % refers to the signal ratio;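 also: potency is read from the fitted curve at half-maximal effect; plate controls were basal doxycycline-induced cells for no effect and cells given 10 µM MG132 for full effect; MG132 reads +100%, hits lower the ratio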
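Compounds up to 46 uM were incubated four hours with TMD8 cells whose green CBG68 luciferase is fused to IkappaBalpha; red CBR luminescence normalised the signal, and concentration-effect curves were fitted to fusion, red and ratio data.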
GALK inh = inhibitors of human galactokinase | P51570 | Purified GALK, Kinase-Glo residual ATP luminescence | Potency, µM (doses to about 57.5 µM), without a hit: top-dose activity change, negative = inhibition, hits mostly inhibitors | 0.007% of 270,000 active | AID 1868; also: potency is read from the fitted curve at half-maximal effect
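Compounds were pin-transferred into ATP buffer (35 uM final), then GALK plus galactose (5 nM, 100 uM final) was added. After 1 h at room temperature, Kinase-Glo Plus was added and luminescence read after 10 min.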
hERG WT inh = inhibitors of human wildtype KCNH2 potassium channel; U2OS, BacMam KCNH2, thallium flux FluxOr; active compounds read low; Q12809; activity change, % at 1.84 µM; 0.37% of 340,000 active;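 active = maximum activity change below -70%; inconclusive = maximum activity change between -70% and -50%; inactive = maximum activity change above -50%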
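U2OS cells were transduced with wild-type KCNH2 virus (2.03 x 10^8 / mL) for 4 h at room temperature, then cultured overnight at 37 C. Thallium flux was read with FluxOr dye. Rate constants were normalized to DMSO controls.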
uPA surface inh = blocks generation of uPA at the cell surface; Potency, µM (series often up to 38.3 µM), for the others: at the highest dose activity change, negative = inhibition, actives largely listed as inhibitors; cell surface uPA generation assay, qHTS; 0.31% of 330,000 active; AID 540303; active = well fitted inhibition curve with a large enough effect; inconclusive = small, poorly fitted or top-dose-only effect; inactive = no such curve, though single readings can be large or run the other way; tested in mouse RAW 264.7 cells; also: potency is read from the fitted curve at half-maximal effect; nearly all actives have a fitted effect of over 55% in size
KCNH2 3.1 block = blocks the human KCNH2 3.1 channel isoform. U2OS KCNH2 3.1, thallium flux FluxOr; active compounds read low. activity change, % (tested at about 1.8 µM). 0.95% of 340,000 active. AID 720553;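 active = maximum activity change below -70%; inconclusive = maximum activity change from -70% to -50%; inactive = maximum activity change above -50%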;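 also: thallium influx rate constant from kinetic fluorescence after stimulation buffer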
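U2OS cells transduced with KCNH2 3.1 mutant virus (1.77 x 10^8 /mL, 4 h), plated overnight at 37 C, loaded 45 min with FluxOr dye plus Red40 quencher. Thallium flux rate constant from kinetic reads after stimulation buffer, normalised to controls.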
USP2a inh = USP2a (human) protease inhibition; 0.01% of 330,000 active; Potency, µM (doses to about 38.3 µM), inactives show at the top dose activity change, negative = inhibition, usual class: inhibitors; USP2 core, Ub-CHOP2 coupled fluorogenic reporter, 485/531; AID 463254; O75604;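 also: potency is read from the fitted curve at half-maximal effect; plate controls were DMSO wells for no effect and full inhibition by NEM control for full effect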
Target sequence (O75604 whole entry, looked up): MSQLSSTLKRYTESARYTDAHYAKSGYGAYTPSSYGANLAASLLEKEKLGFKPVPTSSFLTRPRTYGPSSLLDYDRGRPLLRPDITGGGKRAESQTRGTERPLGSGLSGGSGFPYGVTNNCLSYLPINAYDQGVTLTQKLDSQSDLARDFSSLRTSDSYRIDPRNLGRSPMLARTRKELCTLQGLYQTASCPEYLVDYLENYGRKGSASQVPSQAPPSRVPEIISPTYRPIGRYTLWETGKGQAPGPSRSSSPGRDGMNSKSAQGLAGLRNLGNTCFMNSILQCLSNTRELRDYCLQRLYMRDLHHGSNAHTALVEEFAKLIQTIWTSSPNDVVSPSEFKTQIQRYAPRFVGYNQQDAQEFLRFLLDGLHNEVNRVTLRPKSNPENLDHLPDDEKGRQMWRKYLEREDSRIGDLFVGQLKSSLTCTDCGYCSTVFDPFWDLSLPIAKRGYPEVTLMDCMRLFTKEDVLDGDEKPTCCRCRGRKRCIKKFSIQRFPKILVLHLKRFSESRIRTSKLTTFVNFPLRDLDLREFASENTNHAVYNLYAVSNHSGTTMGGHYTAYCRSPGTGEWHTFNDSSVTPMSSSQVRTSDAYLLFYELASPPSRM
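Cell-free coupled assay: 10nM USP2 core preincubated 30min RT with compound in Tris-HCl pH 8.0/CaCl2/CHAPS buffer, then 25nM Ub-CHOP2 and 25nM reporter substrate; fluorescence (Ex 485/Em 531) read after 60min RT, normalized to NEM inhibition, concentration-response curves fitted.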
B2AR arrestin = agonists driving beta-arrestin recruitment to human beta2-adrenergic receptor; P07550; beta-arrestin recruitment to beta2AR, cell-based reporter; Potency, µM (doses to about 46.1 µM), without a hit: top-dose activation, actives largely listed as activators; 0.02% of 330,000 active; AID 492947;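 also: potency is read from the fitted curve at half-maximal effect; 0% = DMSO controls and full agonism = EC100 isoproterenol or metaproterenol; nearly all actives have a fitted effect of over 65% in size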
Coupling enz = inhibits coupling enzyme system, counter-screen for aldolase hits. coupling enzyme system counterscreen, AmpLite Red fluorescence. activity change, negative = inhibition, % at 58.2 µM, hits read low. AID 2472. 0.67% of 290,000 active; in the data active = activity change below about -30%
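Compounds tested against the coupling enzymes alone at 57.5 uM final; readout was AmpLite Red fluorescence (525/598 nm) after 20 min at RT.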
Giardia kill = Giardia lamblia killing; 0.15% of 340,000 active; activity change, % at 7.66 µM, hits read low; AID 540267; Giardia lamblia trophozoite viability; in the data active = activity change below about -80%; inconclusive = between about -30% and that limit;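 also: parasites exposed to compound for two days anaerobically before the ATP read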
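Luminescence from cellular ATP indicates surviving trophozoites (100 cells/well) following 48 hrs anaerobic compound treatment at 37 deg C; signal develops 15-30 min at room temperature.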
Eya2 inh = blocks the phosphatase activity of human Eya2 | 0.006% of 330,000 active | Potency, µM (doses to about 76.9 µM), inactives show top-dose activity, negative = inhibition, usual class: inhibitors | O00167 | recombinant Eya2, OMFP fluorescence dephosphorylation (OMFP is methylfluorescein phosphate); also: potency is read from the fitted curve at half-maximal effect
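Eya2 protein (added as 0.2 uM solution) was preincubated with compound for 10 min at ambient temperature in 50 mM HEPES pH 7.5, 50 mM NaCl, 5 uM MgCl2, 0.05% BSA, 1 mM DTT. OMFP (added at 50 uM) then reacted 10 min; fluorescence read at 485/525 nm.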
Active calls of the source: *; [ ] = dose if it differs, or a comment. Unless noted, calls follow the shape of the dose curve; as a rule, active = well fitted curve in the direction sought with a large enough effect; inconclusive = small, poorly fitted or top-dose-only effect, or another doubt; inactive = no such curve, though single readings can be large; an effect the other way counts as inactive or inconclusive. Unless noted, % is scaled to controls: 0 for no effect and ±100 for the full control effect.

`CCOC(=O)c1c(-c2ccccc2)nc2ccc(C)cn12` gave PKM2 act -2%, BCR signal inh 10%, GALK inh 0%, hERG WT inh -9, uPA surface inh -5%, KCNH2 3.1 block -30, USP2a inh 2%, B2AR arrestin -1.0%, Coupling enz 0, Giardia kill 15 and Eya2 inh -6%.
O=C(CN1CCOCC1)Nc1ncc(Cc2cccc3ccccc23)s1 was read as PKM2 act 2%, BCR signal inh -5%, GALK inh -2%, hERG WT inh -11, uPA surface inh 7%, KCNH2 3.1 block -12, USP2a inh 0%, B2AR arrestin 0.0%, Coupling enz -2, Giardia kill -2 and Eya2 inh 3%.
CCOc1ccc(NC(=O)c2ccc3c(=O)n(-c4ccc(OC)cc4OC)c(=S)[nH]c3c2)cc1 was read as PKM2 act -4%, BCR signal inh -4%, GALK inh 7%, USP2a inh -12%, B2AR arrestin 0.3%, Coupling enz -2 and Eya2 inh 8%.
`O=C(Nc1ccc(O)cc1)/C(=C\C=C\c1ccccc1)NC(=O)c1ccccc1` gave PKM2 act 0%, BCR signal inh inconclusive, GALK inh 3%, hERG WT inh -12, uPA surface inh -2%, KCNH2 3.1 block -11, USP2a inh 0%, B2AR arrestin 0.5%, Coupling enz -1, Giardia kill -8 and Eya2 inh -5%.
CCN1CCN(CCCNC(=O)C(=O)c2c(C)[nH]c3ccccc23)CC1 was read as PKM2 act -10%, BCR signal inh -7%, GALK inh 0%, hERG WT inh -1, uPA surface inh 7%, KCNH2 3.1 block -9, USP2a inh -4%, B2AR arrestin -0.1%, Coupling enz 4, Giardia kill -3 and Eya2 inh 13%.
Screening CCc1nnc(NC(=O)C(CC)CC)s1 returned PKM2 act -1%, BCR signal inh 8%, GALK inh 0%, hERG WT inh -18, uPA surface inh -12%, KCNH2 3.1 block 7, USP2a inh -1%, B2AR arrestin 0.4%, Coupling enz 2, Giardia kill 4 and Eya2 inh -15%.
For O=C(CSc1nnc2ccccn12)Nc1ccccc1C(=O)NC1CC1 the results were PKM2 act -13%, BCR signal inh inconclusive, GALK inh 2%, hERG WT inh -2, uPA surface inh 2%, KCNH2 3.1 block 3, USP2a inh 2%, B2AR arrestin -0.1%, Coupling enz -2, Giardia kill 0 and Eya2 inh 12%.
Screening Cn1cc(CN2CCCC(CO)(Cc3ccccc3)C2)cn1 (configuration not stated) returned PKM2 act -2%, BCR signal inh inconclusive, GALK inh -2%, hERG WT inh -13, uPA surface inh 13%, KCNH2 3.1 block 4, USP2a inh 0%, B2AR arrestin -0.5%, Coupling enz -1, Giardia kill 7 and Eya2 inh 1%.
O=C(NNC(=S)Nc1cccc(Cl)c1)c1ccccc1OC(F)F was read as PKM2 act -13%, BCR signal inh inconclusive, GALK inh 2%, hERG WT inh 13, uPA surface inh -8%, KCNH2 3.1 block 4, USP2a inh 5%, B2AR arrestin -1.1%, Coupling enz -1, Giardia kill -4 and Eya2 inh 5%.
For O=C(NNc1c(Cl)cccc1Cl)C1CCC1 the results were PKM2 act -2%, BCR signal inh inconclusive, GALK inh 3%, hERG WT inh 1, uPA surface inh 4%, KCNH2 3.1 block 12, USP2a inh 3%, B2AR arrestin 0.3%, Coupling enz 0, Giardia kill -8 and Eya2 inh -9%.
Screening COCCn1c(C)cc(C2=NNC(=Nc3ccccc3)SC2)c1C returned PKM2 act 3%, BCR signal inh -4%, GALK inh -1%, hERG WT inh -9, uPA surface inh -1%, KCNH2 3.1 block -5, USP2a inh -6%, B2AR arrestin -1.5%, Coupling enz 0, Giardia kill -19 and Eya2 inh 0%.
Screening O=S(=O)(/N=C(/Nc1ccc(F)c(F)c1F)c1ccccc1)c1ccccc1 returned PKM2 act 0%, BCR signal inh 1%, GALK inh 1%, hERG WT inh 10, uPA surface inh 0%, KCNH2 3.1 block 14, USP2a inh -1%, B2AR arrestin -0.6%, Coupling enz -4, Giardia kill -16 and Eya2 inh 0%.
For COc1ccc(/C(N)=N/OC(=O)c2cccs2)cc1OC the results were PKM2 act -5%, BCR signal inh -19%, GALK inh -2%, hERG WT inh -3, uPA surface inh -15%, KCNH2 3.1 block 8, USP2a inh 10%, B2AR arrestin 0.1%, Coupling enz 0, Giardia kill 12 and Eya2 inh 6%.
Nn1c(=O)[nH]c2c([nH]c3ccccc32)c1=O was read as BCR signal inh inconclusive, GALK inh 15%, hERG WT inh 5, uPA surface inh 0%, KCNH2 3.1 block -5, USP2a inh 4%, B2AR arrestin 0.0%, Coupling enz -1, Giardia kill -13 and Eya2 inh 1%.
`CCn1c(=O)cc(OCC(=O)N2CCN(C(=O)c3ccco3)CC2)c2ccccc21` gave PKM2 act -3%, BCR signal inh -19%, GALK inh -3%, hERG WT inh 0, uPA surface inh -11%, KCNH2 3.1 block -19, USP2a inh 2%, B2AR arrestin -0.3%, Coupling enz 4, Giardia kill 11 and Eya2 inh 22%.
CN(C)CCCNC(=O)/C(=C/c1ccc(-c2ccc([N+](=O)[O-])cc2)o1)NC(=O)c1ccccc1 was read as PKM2 act -1%[11.5 µM], BCR signal inh 1%, GALK inh -4%, hERG WT inh inconclusive, uPA surface inh -20%, KCNH2 3.1 block -99*, USP2a inh -2%, B2AR arrestin 0.6%, Coupling enz 2, Giardia kill -9 and Eya2 inh 7%.
O=C(CN1C(=O)c2cccc3cccc1c23)NCc1ccncc1 was read as PKM2 act -6%, BCR signal inh 4%, GALK inh 2%, hERG WT inh 3, uPA surface inh 9%, KCNH2 3.1 block 1, USP2a inh -1%, B2AR arrestin -0.7%, Coupling enz -8, Giardia kill 9 and Eya2 inh -20%.
`C=CCn1c(CCC(=O)O)ccc1-c1ccccc1` gave PKM2 act 6%, BCR signal inh 11%, GALK inh 0%, hERG WT inh -4, uPA surface inh -4%, KCNH2 3.1 block 1, USP2a inh 0%, B2AR arrestin -0.2%, Coupling enz 4, Giardia kill -17 and Eya2 inh 1%.
`C[C@H](CO)N1C[C@H](C)[C@@H](CN(C)C(=O)Nc2ccccc2)Oc2ccc(NC(=O)Nc3ccc4c(c3)OCO4)cc2C1=O` gave BCR signal inh inconclusive, hERG WT inh -17, uPA surface inh 2%, KCNH2 3.1 block -120*, USP2a inh 2%, B2AR arrestin -0.7%, Giardia kill 5 and Eya2 inh -21%.
For CC(=O)N/N=c1\sc2ccccc2n1C the results were PKM2 act 0%, BCR signal inh 1%, GALK inh 7%, hERG WT inh 1, uPA surface inh 3%, KCNH2 3.1 block 5, USP2a inh 3%, B2AR arrestin 0.8%, Coupling enz 4, Giardia kill -1 and Eya2 inh -5%.
CC(C)c1ccc2oc(-c3cc(N)ccc3O)nc2c1 was read as PKM2 act -8%, BCR signal inh inconclusive, GALK inh -1%, hERG WT inh -3, uPA surface inh -10%, KCNH2 3.1 block -4, USP2a inh -7%, B2AR arrestin -0.1%, Coupling enz -4, Giardia kill -6 and Eya2 inh -5%.
COc1ccc(C(=O)N[C@H](C(=O)N2CCN(c3ccccc3F)CC2)C(C)C)cc1 was read as PKM2 act 0%, BCR signal inh 0%, GALK inh 7%, hERG WT inh -5, uPA surface inh 3%, KCNH2 3.1 block -8, USP2a inh 1%, B2AR arrestin -0.9%, Coupling enz 0, Giardia kill -20 and Eya2 inh 0%.
O=C(Nc1nccs1)c1ccc(CSc2ccccc2)o1 was read as PKM2 act 0%, BCR signal inh inconclusive, GALK inh 3%, hERG WT inh -16, uPA surface inh inconclusive, KCNH2 3.1 block 14, USP2a inh 2%, B2AR arrestin -0.4%, Giardia kill -9 and Eya2 inh -1%.
For CCOC(=O)C1CCCN1C(=O)c1ccc(OC)c(Br)c1 (configuration not stated) the results were PKM2 act 9%, BCR signal inh inconclusive, GALK inh 2%, hERG WT inh -5, uPA surface inh 2%, KCNH2 3.1 block 7, USP2a inh 3%, B2AR arrestin -0.2%, Coupling enz -2, Giardia kill -11 and Eya2 inh -1%.
CN(C)S(=O)(=O)c1ccc2nc(NC(=O)c3cccnc3)sc2c1 was read as PKM2 act 2%, GALK inh 3%, hERG WT inh 13, uPA surface inh -6%, KCNH2 3.1 block 4, Coupling enz 6 and Giardia kill 7.
`CON(C)S(=O)(=O)NC(=O)C1=C(N2CCCC2)COC1=O` gave BCR signal inh -4%, hERG WT inh -16, uPA surface inh 3%, KCNH2 3.1 block 13, USP2a inh 0%, B2AR arrestin -0.3%, Giardia kill -15 and Eya2 inh 5%.
`O=c1[nH]c(CN2CCN(S(=O)(=O)/C=C/c3ccccc3)CC2)nc2cc(Cl)ccc12` gave PKM2 act 0%, BCR signal inh inconclusive, GALK inh 0%, hERG WT inh -32, uPA surface inh 2%, KCNH2 3.1 block inconclusive, USP2a inh 4%, B2AR arrestin 0.5%, Coupling enz 1, Giardia kill 4 and Eya2 inh 4%.
O=C(COc1ccc(S(=O)(=O)N2CCOCC2)cc1)Nc1cccc([N+](=O)[O-])c1 was read as PKM2 act 1%, BCR signal inh 2%, GALK inh -6%, hERG WT inh 17, uPA surface inh -2%, KCNH2 3.1 block 2, USP2a inh -1%, B2AR arrestin 0.1%, Coupling enz 1, Giardia kill -12 and Eya2 inh -10%.
